Assay outcomes as filed in PubChem BioAssay.
LmPK inhibitor – LmPK (Leishmania mexicana) enzyme inhibition | Q27686 | purified LmPK, Kinase-Glo ATP luminescence, 1 h | Potency, µM (top dose mostly 57.5 µM), without a hit: at the highest dose activity change, negative = inhibition, usual class: inhibitors | 290,000 compounds, 0.37% hits; further: potency means the concentration at half of the fitted maximal effect; on the % scale 0 is the no-effect control and ±100 the full control effect
Target sequence (Q27686 whole entry, looked up): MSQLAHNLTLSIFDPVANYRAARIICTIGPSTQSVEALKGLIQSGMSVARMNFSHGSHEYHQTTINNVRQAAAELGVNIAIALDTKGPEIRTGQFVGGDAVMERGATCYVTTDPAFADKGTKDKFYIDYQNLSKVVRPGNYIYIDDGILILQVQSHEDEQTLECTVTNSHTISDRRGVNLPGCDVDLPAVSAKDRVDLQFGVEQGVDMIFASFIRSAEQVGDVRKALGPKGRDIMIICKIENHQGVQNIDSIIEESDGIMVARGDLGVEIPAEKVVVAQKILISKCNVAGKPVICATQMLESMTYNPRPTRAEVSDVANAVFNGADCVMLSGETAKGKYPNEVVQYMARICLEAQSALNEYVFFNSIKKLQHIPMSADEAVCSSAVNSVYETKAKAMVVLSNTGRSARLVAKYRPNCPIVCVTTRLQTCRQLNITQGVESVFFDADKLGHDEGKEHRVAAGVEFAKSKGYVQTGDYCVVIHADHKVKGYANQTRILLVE
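Purified LmPK (0.1 nM) converted ADP (0.1 mM) to ATP with PEP (0.5 mM) in imidazole buffer pH 7.2 with KCl and MgCl2, 1 h at room temperature. ATP was read by Kinase-Glo luminescence; data normalized to uninhibited and no-enzyme controls.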
Cycloheximide cs – counter-screen for Shiga toxin inhibitors: cycloheximide protein synthesis inhibition; max response, %; cell reporter, cycloheximide protein synthesis inhibition counterscreen; 300,000 compounds, 12% hits; in the data active means max response mostly above about 13%, no sharp cut-off; inactive means mostly below about 14%; further: read at 38.3 µM for the half of the compounds with a filed dose; 0% is about no effect
Pf growth 96h – inhibits malaria parasite growth, 96 h; Potency, µM (top dose mostly 28.7 µM), inactives show at the top dose activity change, negative = inhibition, hits mostly inhibitors; 320,000 compounds, 6.9% hits; P. falciparum luciferase reporter growth, 96 h; further: potency means the concentration at half of the fitted maximal effect; on the % scale 0 is the no-effect control and ±100 the full control effect
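Plates of compound plus infected erythrocytes (2% hematocrit, 0.05% parasitemia final) incubate 96 hours, 37 C, 5% CO2. Detection reagent added; reduced luminescence from the parasites' luciferase reporter flags inhibition.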
Pf growth 48h – P. falciparum growth inhibition at 48 hours (one generation). Potency, µM (doses to about 28.7 µM), for inactives: at the top dose activity change, negative = inhibition, actives largely listed as inhibitors. P. falciparum luciferase growth in erythrocytes, 48 h. AID 504832. 310,000 compounds, 5.9% hits; further: potency means the concentration at half of the fitted maximal effect; on the % scale 0 is the no-effect control and ±100 the full control effect
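Cell-based growth assay: transgenic P. falciparum expressing firefly luciferase, cultured in red cells within RPMI 1640 containing 0.5% w/v Albumax, 24 mM bicarbonate and gentamycin. A drop in luciferase activity indicates inhibition.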
Shiga toxin inh – inhibitors of Shiga toxin in Vero cells | inhibition, % at 38.7 µM | Vero cells, Shiga toxin protein synthesis inhibition reporter | 290,000 compounds, 9.2% hits; in the data active means inhibition mostly above about 28%, no sharp cut-off; inactive means mostly below about 43%; further: 0% is about no effect
HCV inh – HCV inhibition. Huh7.5.1 HCVcc-Cre infection, luciferase reporter, 44 h. Potency, µM (highest dose often 41.8 µM), inactives show top-dose activity change, negative = inhibition, actives largely listed as inhibitors. 340,000 compounds, 3.4% hits. AID 651820; further: potency means the concentration at half of the fitted maximal effect; on the % scale 0 is the no-effect control and ±100 the full control effect
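Infectious HCVcc-Cre (~0.5 moi) was added to cells just after compound, with cells seeded 4 h earlier at 1,000 per well. Luciferase activity after 44 h culture reported infection; substrate was incubated 15 min at room temperature before reading.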
Tb PYK inh – blocks Trypanosoma brucei pyruvate kinase | TbPYK enzyme, Kinase-Glo Plus ATP luminescence, 45 min | Potency, µM (highest dose often 76.8 µM), for inactives: top-dose activity, negative = inhibition, most hits filed as inhibitors | 410,000 compounds, 0.12% hits; further: potency means the concentration at half of the fitted maximal effect; on the % scale 0 is the no-effect control and ±100 the full control effect; nearly all actives have a fitted effect of over 50% in size
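ADP (130 uM final) triggers the TbPYK reaction after compound addition; incubation is 45 min at room temperature. Kinase-Glo Plus is then added and luminescence imaged. Normalized data are fitted to concentration-effect curves.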
* = called active by the depositor; ? = inconclusive; . = not tested or not shown; & = joins results of further samples; ! = not active in a repeat; [ ] = dose if it differs, or a comment. Unless noted, the call rests on the fitted dose curve; in most records, active means well fitted curve in the direction sought with a large enough effect; inconclusive means small, poorly fitted or top-dose-only effect, or another doubt; inactive means no such curve, though single readings can be large; an effect the other way counts as inactive or inconclusive. Random draw from the library; about 24% have a hit in one of these screens.

SMILES	LmPK inhibitor	Cycloheximide cs	Pf growth 96h	Pf growth 48h	Shiga toxin inh	HCV inh	Tb PYK inh
CCOC(=O)C1=C(NC(=S)NC(=O)c2ccccc2)c2ccccc2CC1C(C)C (configuration not stated)	3%	8	0%	?	-3	?	-2%
CCOC(=O)c1sc(NC(=O)/C=C/c2c(F)cccc2Cl)nc1C	-2%	40*	56%[activator]	9%	-7	11%	2%
O=C(CCn1c(=O)[nH]c2ccsc2c1=O)N1CCN(c2ccc([N+](=O)[O-])cc2)CC1	-1%	-2	?	?	-2	?	5%
Cc1ccc(CNC(=O)Cn2cccc2C(=O)c2ccccc2)cc1	0%	23	.	4%	75	27%	0%
Cn1cc(-c2nnc(-c3ccccc3)o2)c2ccccc21	0%	59*	-11%	182%[activator]	146*	-17%	-1%
COC(=O)C1=C(CCc2ccccc2)NC(=O)NC1c1ccc(Br)cc1 (configuration not stated)	5%	-2	13µM*	14%	-1	?	3%
COc1cccc(C(=O)NNc2c3ccccc3nc3ccccc23)c1	-5%	-2	12µM*	?	-4	?	-3%
CCN(CC(=O)Nc1c(F)cccc1F)C(=O)Cc1ccsc1	.	.	?	-15%	.	17%	2%
COc1cc(NC(=O)CSc2nc3ccccc3c(=O)n2C)ccc1NC(=O)c1ccco1	3%	-3	23%[5.75 µM]	?	3	?	-4%
COc1ccccc1NS(=O)(=O)c1cccc(C(=O)NN)c1	1%	-5	3%	-9%	3	18%	-5%
CCC(C)NC(=O)c1cc(-c2ccc(OC)cc2)on1 (configuration not stated)	-10%	29*	37%[activator]	.	66*	?	0%
Cc1ccc(N(CC(=O)Nc2c(C)cccc2C)S(C)(=O)=O)cc1	1%	0	99%[activator]	0%	-8	-17%	3%
COCCNC(=O)c1cc(S(=O)(=O)N(C)c2ccccc2OC)ccc1C	1%	-1	?	44%[activator]	15	-12%	-15%
CCN(CC)C(=O)C[n+]1cccc(/C=N/O)c1	-6%	7	161%[activator]	2%	-12	5%	0%
COc1cc(C(=O)OCC(=O)Nc2ccc(F)cc2F)cc(OC)c1OC	-1%	1	-2%	.	-9	-14%	.
Cc1ccnc(-n2c(C)nc3ccccc3c2=O)c1	1%	12*	104%[activator]	71%[activator]	44	3%	-3%
Cc1[nH]c2ccccc2c1-c1csc(NC(=O)CSCCO)n1	-2%	22	1%	31%[activator]	37	-17%	-9%
COc1ccc(N(C(C)=O)c2nc3ccccc3[nH]2)cc1	2%	-4	?	18%	51	-2%	-9%
O=C(NC(N1CCOCC1)C(Cl)(Cl)Cl)c1ccco1 (configuration not stated)	4%	70*	-168%	155%[activator]	128*	20%	7%
CCOC(=O)Cc1nnc(NC(=O)C(CC)Sc2nc(C)cc(=O)[nH]2)s1 (configuration not stated)	3%	-3	285%[activator]	-3%	-15	0%	-4%
Cn1c2c(c(=O)n(C)c1=O)C(NC(=O)c1cccs1)(C(F)(F)F)C(=O)N2 (configuration not stated)	0%	3	-4%	34%[activator]	-1	16%	0%
Cc1cc(C(F)(F)F)n(-c2nc(C(=O)Nc3ccccc3Oc3ccccc3)cs2)n1	3%	2	14%	-2%	-14	.	.
COc1ccc(C(CNC(=O)c2ccc(-c3nc4ccccc4s3)o2)N2CCCC2)cc1 (configuration not stated)	.	.	10µM*	7.4µM*	.	?	3%
O=C(COCC(=O)Nc1cccc(C(F)(F)F)c1)Nc1cccc(C(F)(F)F)c1	2%	5	?	.	9	?	-3%
COCCCNC(=O)c1c(NC(=O)c2ccccc2Cl)n(Cc2ccccc2)c2nc3ccccc3nc12	2%	1	?	?	-7	13%	2%

Retrieved one by one from above, four records:
SMILES	LmPK inhibitor	Cycloheximide cs	Pf growth 96h	Pf growth 48h	Shiga toxin inh	HCV inh	Tb PYK inh
Cc1ccc(N(CC(=O)Nc2c(C)cccc2C)S(C)(=O)=O)cc1	1%	0	99%[activator]	0%	-8	-17%	3%
COc1ccc(C(CNC(=O)c2ccc(-c3nc4ccccc4s3)o2)N2CCCC2)cc1 (configuration not stated)	.	.	10µM*	7.4µM*	.	?	3%
CCN(CC(=O)Nc1c(F)cccc1F)C(=O)Cc1ccsc1	.	.	?	-15%	.	17%	2%
COc1ccc(N(C(C)=O)c2nc3ccccc3[nH]2)cc1	2%	-4	?	18%	51	-2%	-9%

Going on with the list:
SMILES	LmPK inhibitor	Cycloheximide cs	Pf growth 96h	Pf growth 48h	Shiga toxin inh	HCV inh	Tb PYK inh
CC(=O)NS(=O)(=O)c1ccc(NC(=O)c2ccc3c(c2)OCO3)cc1	-1%	-2	?	32%[activator]	-7	15%	3%
CC1CCN(C(=S)c2ccc(-c3ccc(Cl)cc3Cl)o2)CC1	1%	8	124%[activator]	56%[activator]	9	?	-25%
Cc1cc(NC(=O)NCC(F)(F)F)no1	2%	-1	15%	11%	6	14%	-4%
CCN(C(=O)CSc1nnc(SC)s1)c1c(N)n(Cc2ccccc2)c(=O)[nH]c1=O	.	.	-19%	-9%	.	10%	3%
O=C1CSC(c2ccccc2)N1CC12CC3CC(CC(O)(C3)C1)C2 (configuration not stated)	3%	-6	?	-11%	-9	3%	-9%
COc1cc(/C=C/C(=O)OCC(=O)NCc2cccs2)ccc1OC(F)F	2%	-5	?	-7%	-13	12%	2%
COc1cc(OC)c2ccc(=O)oc2c1C(CC(=O)N1CCCC1)c1ccc(N(C)C)cc1 (configuration not stated)	1%	22*!	?	?	30&2	25%	-29%
Cc1ccc(CCNS(=O)(=O)c2ccc3c(c2)C(C)(C)C(=O)N3C)cc1	0%	-1	?	43%[activator]	-2	-11%	2%
COc1cc(SC#N)ccc1N=Cc1c(C)[nH]n(-c2ccc(C)c(C)c2)c1=O	-15%	0	-28%	5.2µM*	-8	?	-19%
O=C(N/N=C/c1ccccn1)c1ccc(S(=O)(=O)N2CCCCCC2)cc1	-5%[11.5 µM]	74*	2%	-5%	184*	12%	4%
CCOc1ccc2ccccc2c1CNc1nnnn1C	5%	-3	3%	-3%	15	-5%	2%
COc1nc(NCc2cccnc2)nc(NC2CCCCC2)n1	1%	71*	?	?	35*	14%	6%
Clc1ccc(-c2nnc(SCc3ccon3)o2)c(Cl)c1	?	37*	.	138%[activator]	61*	?	-3%
COc1ccc(NC(=O)CSc2ccc(-c3ccccn3)nn2)cc1OC	-1%	0	?	?	-8	2%	3%
O=C(CSc1nc2c(c(=O)n1-c1ccc(Cl)cc1)SCC2)NCc1ccco1	2%	3	?	?	-6	-4%	-9%
Cn1c(/C=C/c2ccc(Cl)cc2)nc2ccccc2c1=O	1%	24*	?	79%[activator]	46*	-5%	?
COCCNC(=S)NC(=O)CC12CC3CC(CC(C3)C1)C2	-1%	-4	12%	?	-4	-27%	6%
CCn1c(SCc2ccccc2F)nnc1-c1ccncc1	-6%	-3	-18%	-19%	-6	10%	-10%
COc1cccc(NC(=O)C(Cc2ccccc2)NC(=O)C2CCC(C)CC2)c1 (configuration not stated)	2%	-3	?	?	18	5%	-7%
O=C(COc1ccc(Cl)cc1)NCc1ccccc1	3%	-2	30%[activator]	-24%	0	9%	3%
CC(=O)c1cc(C#N)c(SCCC(C)C)nc1C	-3%	4	?	?	11	?	1%
CN(C)C(=O)COC(=O)c1cc(Cl)cc(Cl)c1N	4%	-4	34%[activator]	.	-6	4%	0%
O=[N+]([O-])c1cc(Cl)ccc1Sc1cccc2cccnc12	10%	-1	10%	.	-13	1%	10%
CC1=C(C(=O)N(C)C)C(c2ccc(Cl)c(Cl)c2)NC(=O)N1 (configuration not stated)	2%	-2	-22%	.	-11	18%	-1%
CCOc1ccc(C2=C/C(=C/c3cccnc3)C(=O)O2)cc1	-2%	8	?	-16%	-1	9%	-3%

Full records, looked up by structure. Order of screens: LmPK inhibitor, Cycloheximide cs, Pf growth 96h, Pf growth 48h, Shiga toxin inh, HCV inh, Tb PYK inh
Entry for COc1cc(/C=C/C(=O)OCC(=O)NCc2cccs2)ccc1OC(F)F = 2%, -5, ?, -7%, -13, 12%, 2%
Entry for O=C(N/N=C/c1ccccn1)c1ccc(S(=O)(=O)N2CCCCCC2)cc1 = -5%[11.5 µM], 74*, 2%, -5%, 184*, 12%, 4%

Next part:
SMILES	LmPK inhibitor	Cycloheximide cs	Pf growth 96h	Pf growth 48h	Shiga toxin inh	HCV inh	Tb PYK inh
CC(=O)N1CCN(c2cc(N3CCCC3)c(F)cc2[N+](=O)[O-])CC1	-1%	2	123%[activator]	-8%	-18	-16%	-3%
CCC(C)N1C(=O)CCC1C(=O)N1CCN(c2ccc(F)cc2)CC1 (configuration not stated)	0%	-2	-11%	.	-15	19%	2%
CCCOc1ccc(C(F)(F)F)cc1NC(=O)CCc1c(C)noc1C	.	.	?	?	.	7.1µM*	1%
CN(CCOc1ccccc1)CC(=O)Nc1ccc(S(=O)(=O)N2CCCC2)cc1	-8%	-2	?	-37%	8	-26%	22%
O=C(Oc1cc(Cl)ccc1Cl)C1=CC=CN2CCS(=O)(=O)N=C12	.	.	-5%	-23%	.	19%	-3%
Cc1[nH]c2ccc(-c3nnc(SCC(=O)c4ccc(F)cc4)o3)cc2c1C	-1%	0	?	5%	-8	-22%	-5%
CCC[C@H](CN[C@@H](CNC)[C@H](C)O)NCCc1ccc(OC)cc1	-1%	-1	?	-28%	-9	-15%	-2%
c1cncc(-c2nc(NCC3COc4ccccc4O3)c3ccccc3n2)c1 (configuration not stated)	4%	-4	8.3µM*	.	-8	11µM*	-5%
CC(C)C(=O)N1CCN(c2ccc(NC(=O)COc3ccccc3[N+](=O)[O-])cc2)CC1	3%	1	?	?	25	?	-3%
CN(C)C(=O)N1CCC(C(=O)NCc2ccc(F)cc2)CC1	7%	4	19%	.	-4	18%	3%
CCC(=O)N1CCN(c2ccc(Cl)cc2NC(=O)c2ccc3c(c2)OCCO3)CC1	7%	2	23%	?	-9	-10%	6%
CCOc1ccccc1N1CCN(C(=S)Nc2ccc(S(=O)(=O)Nc3ncccn3)cc2)CC1	0%	5	?	7%	3	0%	1%
CC(=O)Nc1cc2c(cc1Br)OCCO2	0%	-2	480%[activator]	2%	-12	?	-5%
CCOc1ccc(OCC)c(C2C(C#N)=C(N)N(c3cccnc3)C3=C2C(=O)CC(C)(C)C3)c1 (configuration not stated)	-2%	3	.	?	16	4%	0%
O=C(NCCCn1ccnc1)/C(=C/c1ccccc1)NC(=O)c1ccccc1	-8%	6	25%	57%[activator]	-17	17%	1%
COC(=O)c1cc(N2CCNCC2)nc2ccccc12	-5%	-1	16%	4%	-17	6%	-12%
Cc1ncc([N+](=O)[O-])n1CCOC(=O)NC(NCc1ccccc1)C(Cl)(Cl)Cl (configuration not stated)	2%	-2	0.33µM*	8.3µM*	-16	9%	-4%
CS(=O)(=O)c1ccc(C(=O)Nc2cccc(-c3nc4ccccc4[nH]3)c2)cc1	3%	-4	?	?	12	?	-3%
O=C(OCC(=O)N1CCCCCC1)c1cnc(Cl)c(Cl)c1	.	.	?	-4%	.	-13%	5%
Cc1cc(C)cc(NC(=O)CN(C)CC(=O)N(CC(C)C)c2c(N)n(CC(C)C)c(=O)[nH]c2=O)c1	.	.	?	?	.	-14%	3%
CCOc1ccccc1N1CC(C(=O)Nc2cccc(S(=O)(=O)N3CCCCC3)c2)CC1=O (configuration not stated)	0%	2	?	?	-11	?	-6%
O=C(NCCCN1CCCCCC1)c1ccc2c(Cl)c3c(nc2c1)CCCC3	0%	-3	47%	?	-16	0.63µM*	5%
